# Apaf1 inhib = human Apaf-1 inhibition. O14727. reconstituted apoptosome caspase-3 activity, DEVD-Rh110 fluorescence. inhibition, % at 20 µM. actives 0.71% (n = 330,000); active = inhibition of at least 40% at 20 µM;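 also: plate controls were DMSO wells for no effect and DEVD-CHO caspase inhibitor wells for full effect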
#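 System: reconstituted apoptosome with Apaf-1, cytochrome c, caspase-9, procaspase-3, dATP; Signal: Rh110 fluorescence intensity; Schedule: 30 min compound preincubation, 50 min activation, room temperature; Reagent: cytochrome c trigger plus (Z-DEVD)2-Rh110 caspase-3 substrate.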
# SENP8 block-1 = inhibitors of human SENP8 protease; Q96LD8; purified SENP8, Z-RLRGG-aminoluciferin cleavage, luminescence; inhibition, % at 10 µM; actives 1.2% (n = 330,000); AID 2540; in the data active = inhibition above about 50%
# Target sequence (Q96LD8 whole entry, looked up): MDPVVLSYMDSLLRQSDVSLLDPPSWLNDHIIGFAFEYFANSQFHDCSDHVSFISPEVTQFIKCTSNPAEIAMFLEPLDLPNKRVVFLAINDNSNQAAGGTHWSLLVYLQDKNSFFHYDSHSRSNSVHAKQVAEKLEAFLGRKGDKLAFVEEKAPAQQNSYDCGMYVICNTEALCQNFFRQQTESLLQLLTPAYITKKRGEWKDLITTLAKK
# HKDC1 inh = inhibitors of human hexokinase HKDC1 | inhibition, % at 20 µM | AID 493160 | recombinant HKDC1, G6PDH/diaphorase resazurin coupled fluorescence | Q2TB90 | actives 0.16% (n = 340,000);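 active = inhibition above about 35% when tested at 20 µM, limit read from the data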;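 also: plate controls were DMSO wells with enzyme for no effect and DMSO wells lacking enzyme for full effect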
#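 Test system: HK5 enzyme. Quantity: 5 µg/mL HK5 final. Reagent: glucose and ATP substrates. Schedule: 90 min reaction incubation at room temperature, dark. Technique: resazurin-to-resorufin fluorescence via G6PDH and diaphorase coupling, 525/613 nm. Control set: DMSO wells with and without enzyme mix.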
# SENP7 block = inhibitors of human SENP7 protease. recombinant SENP7, Z-RLRGG-aminoluciferin luminescence, 40 min. actives 1.5% (n = 330,000). Q9BQF6. inhibition, % at 5 µM;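 active = inhibition above about 50% at the single test dose, limit read from the data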;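 also: plate controls were DMSO with enzyme for no effect and no enzyme buffer wells for full effect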
# SENP8 block-2 = blocks human SENP8 cleavage of Nedd8 substrate; Q96LD8; recombinant SENP8, Nedd8 substrate fluorescence; inhibition, % at 20 µM; actives 0.64% (n = 360,000); AID 602440; in the data active = inhibition mostly above about 40%, no sharp cut-off; inactive = mostly below about 27%
# PfGluPho inh = PfG6PD (Plasmodium falciparum) enzyme inhibition; actives 0.78% (n = 350,000); PfGluPho enzyme, NADPH resazurin-diaphorase fluorescence; AID 504690; inhibition, % at 20 µM;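 active = inhibition reaching at least a set limit at 20 µM in the primary screen, cut at about 59% in these data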;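 also: 0% = DMSO wells with substrate and 100% = DMSO wells lacking glucose-6-phosphate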
# SENP1 FRET inh = inhibitors of human SENP1 SUMO protease catalytic domain | AID 624204 | inhibition, % at 10 µM | Q9P0U3 | recombinant SENP1 catalytic domain, CyPet-SUMO1-YPet FRET cleavage | actives 0.21% (n = 360,000);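 active = inhibition at least 30% at 10 µM, raw YFP signal under a set limit, fluorescence ratio 0.5 to 1.5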;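 also: 0% = enzyme with DMSO and 100% = no enzyme wells; some results filed as inactive read as strong as hits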
# Target sequence (Q9P0U3 419-644 limits assumed): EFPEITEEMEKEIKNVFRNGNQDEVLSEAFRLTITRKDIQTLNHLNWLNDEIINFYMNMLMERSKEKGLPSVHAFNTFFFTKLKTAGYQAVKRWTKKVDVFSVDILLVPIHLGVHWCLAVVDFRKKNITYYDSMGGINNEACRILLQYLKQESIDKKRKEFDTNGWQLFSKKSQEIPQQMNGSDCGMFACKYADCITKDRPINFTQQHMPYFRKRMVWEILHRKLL
#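 system = hSENP1 catalytic domain, recombinant | reagent = SFCypet-SUMO1-SFYpet substrate at 25 nM | doses = one dose per compound, 10 µM, 0.5% DMSO | incubation = enzyme reaction for 50 min at room temperature, dark | measured by = FRET, CFP and YFP emission | controls = no-enzyme low, enzyme-DMSO high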
# SENP6 block = blocks the human protease SENP6. Q9GZR1. Recombinant SENP6 catalytic domain, aminoluciferin luminescence. actives 1.8% (n = 330,000). inhibition, % at 10 µM;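 active = inhibition above about 50% at the single tested dose, limit read from the data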;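 also: plate controls were DMSO wells with enzyme for no effect and DMSO wells lacking enzyme for full effect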
# Target sequence (Q9GZR1 628-1112 limits assumed): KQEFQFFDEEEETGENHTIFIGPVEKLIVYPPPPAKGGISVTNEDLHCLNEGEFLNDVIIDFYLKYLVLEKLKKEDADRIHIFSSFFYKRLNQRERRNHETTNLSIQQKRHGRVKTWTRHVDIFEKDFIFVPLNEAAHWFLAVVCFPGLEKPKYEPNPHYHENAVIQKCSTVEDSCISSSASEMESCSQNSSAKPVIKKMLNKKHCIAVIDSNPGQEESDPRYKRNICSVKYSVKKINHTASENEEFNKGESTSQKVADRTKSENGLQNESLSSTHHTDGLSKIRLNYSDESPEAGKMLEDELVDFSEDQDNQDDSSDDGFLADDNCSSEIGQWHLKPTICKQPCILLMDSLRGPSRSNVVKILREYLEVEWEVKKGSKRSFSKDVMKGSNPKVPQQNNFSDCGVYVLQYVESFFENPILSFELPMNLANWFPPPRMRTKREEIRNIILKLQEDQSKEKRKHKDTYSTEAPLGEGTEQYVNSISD
# Numbers without * were called inactive; nt = no result given.
SMILES,Apaf1 inhib,SENP8 block-1,HKDC1 inh,SENP7 block,SENP8 block-2,PfGluPho inh,SENP1 FRET inh,SENP6 block
C/C=C/c1ccc(OCCCNC(C)CC)c(OC)c1 (stereo unspecified),3,-3,8,-5,32,6,2,-2
Cc1cc(C)c(C#N)c(SCC(=O)c2cc(C)n(CCc3ccccc3)c2C)n1,14,-10,-3,-6,-65,5,-20,-16
CCOCCCNC(=S)NCCNc1nc2ccc(C)cc2cc1C#N,nt,nt,0,nt,-366,4,-94,nt
CC[C@]12c3[nH]c4ccc(OC)cc4c3CCN1C(=O)C(CC(=O)NCCCN(C)C)C[C@@H]2C(=O)N1CCN(C(=O)C2CC2)CC1 (stereo partly specified),22,nt,1,6,-8,-12,1,nt
CCCCCn1c(=O)[nH]c2cc(C(=O)NCc3ccco3)ccc2c1=O,22,6,-4,7,-27,0,-1,-2
COCCCn1c(SC(C)C(=O)Nc2c(C)n(C)n(-c3ccccc3)c2=O)n[nH]c1=O (stereo unspecified),-2,-5,3,4,14,2,3,-7
COc1ccc(NC(=O)c2ccc3c(c2)OCO3)cc1[N+](=O)[O-],-4,-5,-8,33,17,0,-21,7
C=CCOc1ccc(/C=C/C(=O)OCC(=O)NCCc2ccccc2)cc1,12,-10,1,15,4,3,0,-19
CC(C)(C)c1ccc(C(=O)NC2CCS(=O)(=O)C2)cc1 (stereo unspecified),1,-9,-5,-12,16,-10,1,-31
COc1cccc(N(C(=O)CNC(=O)c2ccco2)C(C(=O)NC2CCCCC2)c2ccncc2)c1 (stereo unspecified),3,-7,-1,-10,20,1,2,-13
Cc1ccccc1NC(=S)N(Cc1cccnc1)Cc1ccccc1Cl,-37,2,-1,2,11,-3,1,3
O=S(=O)(c1ccc(NC(=S)N/N=C/c2ccc(O)c(O)c2)cc1)N1CCOCC1,-10,-5,-5,-1,-58,-24,-10,-8
CC1CCCCC12NC(=O)N(CC(=O)NC(=O)Nc1ccc3c(c1)OCCO3)C2=O (stereo unspecified),13,-6,9,1,20,5,0,-3
CCOc1ccc(C(=O)Nc2ccc(N3CCN(S(C)(=O)=O)CC3)cc2)cc1[N+](=O)[O-],2,-4,2,4,7,-13,3,-25
CN(C(=O)c1cccc(NC(=O)Cc2ccccc2)c1)c1ccccc1,-2,-1,-6,-6,20,10,2,2
CCN(C(=O)COC(=O)c1oc2ccc(OC)cc2c1C)C1CCCCC1,20,-2,2,0,-344,-4,-3,-3
c1ccc(Cn2ccnc2-c2ccco2)cc1,-5,8,6,2,15,15,-2,8
Cn1cnnc1SCc1ccccc1,-4,-3,-1,-3,8,8,-1,-19
CCOc1ccc(CN(C)C(=O)CNC(=O)c2ccccc2)cc1,4,-2,1,4,10,-15,2,-8
CC(=O)Nc1cccc(N=NN2CCCCC2)c1,-17,0,-3,-2,5,-2,3,-9

# Part of the list above, reduced to SENP8 block-2 and Apaf1 inhib.
SMILES,SENP8 block-2,Apaf1 inhib
CC(C)(C)c1ccc(C(=O)NC2CCS(=O)(=O)C2)cc1 (stereo unspecified),16,1
COc1cccc(N(C(=O)CNC(=O)c2ccco2)C(C(=O)NC2CCCCC2)c2ccncc2)c1 (stereo unspecified),20,3
Cc1ccccc1NC(=S)N(Cc1cccnc1)Cc1ccccc1Cl,11,-37
O=S(=O)(c1ccc(NC(=S)N/N=C/c2ccc(O)c(O)c2)cc1)N1CCOCC1,-58,-10
CC1CCCCC12NC(=O)N(CC(=O)NC(=O)Nc1ccc3c(c1)OCCO3)C2=O (stereo unspecified),20,13
CCOc1ccc(C(=O)Nc2ccc(N3CCN(S(C)(=O)=O)CC3)cc2)cc1[N+](=O)[O-],7,2

# Going on with the list:
SMILES,Apaf1 inhib,SENP8 block-1,HKDC1 inh,SENP7 block,SENP8 block-2,PfGluPho inh,SENP1 FRET inh,SENP6 block
CCCNC(=S)Nc1ccc(Br)cc1,12,6,-1,1,17,-8,3,5
Cc1cc(Cl)c(S(=O)(=O)Nc2ccc(Cl)cn2)cc1OCC(N)=O,9,4,4,5,-7,-4,-1,-2
COc1cc(NC(=S)Nc2cccnc2)cc(OC)c1,10,-1,-10,-5,9,12,0,9
CC(=O)Nc1ccc(S(=O)(=O)NCC(=O)OCC(=O)Nc2sccc2C(N)=O)cc1,13,-15,-4,-1,14,3,0,-9
COc1ccc(O)c(CN2CCCC(C(=O)Nc3cccc(-n4cccn4)c3)C2)c1 (stereo unspecified),9,10,9,-1,-25,23,0,10
COc1ccc(OCC(=O)N(C)CC2COc3ccccc3O2)cc1 (stereo unspecified),-1,-1,-7,4,10,-6,0,0
CCCCNC(=O)CC1S/C(=N/N=C/c2ccc(OC)cc2)NC1=O (stereo unspecified),-2,-4,0,9,25,-2,0,1
Cc1n[nH]c(C)c1S(=O)(=O)N1CCCC(C(=O)Nc2ccc3c(c2)OCCO3)C1 (stereo unspecified),-8,3,nt,-1,nt,nt,nt,-5
Cc1cc(N)n(-c2ccc(S(N)(=O)=O)cc2[N+](=O)[O-])n1,6,-10,-5,-3,10,17,2,-7
CC(C)(C)NC(=O)C(=O)NCCC1=CCCCC1,0,-3,-4,3,6,-3,2,-22
O=C(NCc1nc2ccccc2[nH]1)C1=C[C@H](c2ccccc2)C[C@H](OCCCCO)O1,-2,-1,-2,0,2,1,0,-19
O=C(Nc1c(F)cc(F)cc1Br)C1CCCO1 (stereo unspecified),-15,-4,-1,-3,4,0,0,-9
CN(C)C(=O)C(Sc1ccc(S(=O)(=O)N2CCCC2)cn1)c1ccccc1 (stereo unspecified),-2,0,-2,-1,3,42,0,14
CCCS(=O)(=O)c1c(S(=O)(=O)CCC)c2c(C(N)=O)cccn2c1C(=O)c1ccc(F)cc1,4,-14,0,-4,0,-5,-4,-14
N#Cc1cccc(CN2CCC(=O)N([C@H](CO)Cc3ccccc3)CC2)c1,-2,-5,-7,0,1,5,0,-20
COc1ccc2nc(Nc3ccccc3)sc2c1,7,70*,2,84*,-1,16,2,56*
COCCCNC(=O)C1CC(=O)N(CCc2ccccc2)C1 (stereo unspecified),-15,-1,6,-4,13,-9,2,7
CN(CC1COc2ccccc2O1)C(=S)Nc1ccccc1F (stereo unspecified),-9,-3,-6,-1,11,0,0,-8
COC(=O)C1C2C=CC3(CN(c4cccc(Cl)c4)C(=O)C13)O2 (stereo unspecified),-4,2,-7,2,14,-2,1,-10
O=[N+]([O-])c1ccccc1N/N=C/c1cc2ccccc2nc1Cl,0,0,-6,0,30,6,3,-3
CCCCN1C(=O)C(=O)NC[C@@H]1C(C)CC (stereo partly specified),0,-5,-6,3,10,6,-1,-9
CCOC(=O)N1CCN(C(=O)CN(c2cccc(C(F)(F)F)c2)S(=O)(=O)c2ccccc2)CC1,-5,-4,-5,4,10,-22,3,3
O=C(NC1CCCCC1)C(c1ccco1)N(Cc1cccs1)C(=O)Cn1nnc2ccccc21 (stereo unspecified),24,-4,-14,-6,7,-3,0,5
CCOc1cc(N2CCOCC2)c(OCC)cc1NC(=O)c1ccc(OC(C)C)cc1,13,-1,10,3,4,27,2,2
Ic1ccc(N2CCN(Cc3c[nH]c4ncccc34)CC2)cc1,20,-4,-6,-10,1,8,-2,3
O=S(=O)(c1cccc2nsnc12)N1CCNCC1,1,-5,4,2,5,3,7,7
CC(=O)N(C)c1ccc(N=Cc2c(O)ccc3ccccc23)cc1,10,3,26,6,-48,20,-55,4
Cc1ccc(NS(=O)(=O)c2cccc3nsnc23)cc1C,3,3,-3,2,20,3,-1,20
CC1(C)NC(=O)N(Cc2cc(=O)n3ccsc3n2)C1=O,-10,-6,-6,-8,-7,1,-17,-5
CCC(C(=O)NCCc1ccco1)n1nc(C)c2c(C)n(-c3ccccc3)nc2c1=O (stereo unspecified),-1,-5,-3,1,13,-1,1,-4
COc1cc(C)ccc1OCCOCCOc1ccccc1[N+](=O)[O-],7,4,-4,-1,4,-2,-2,5
COCCN(C(=O)Cc1cccs1)C(C(=O)NC1CCCC1)c1cc(OC)c(OC)c(OC)c1 (stereo unspecified),2,-5,-13,-3,2,-12,1,19
COc1ccccc1CC1(C)NC(=O)N(CC(=O)N2CCc3ccccc3C2)C1=O (stereo unspecified),-4,1,-6,-3,21,-24,-2,3
COc1cccc(C(C(=O)NC2CCCC2)N(C(=O)c2ccco2)c2ccc(C(C)=O)cc2)c1OC (stereo unspecified),3,2,6,3,4,-25,-1,-6
CCC(=O)N(C1=C(NC)C(=O)c2ccccc2C1=O)C(C)C,69*,3,6,33,59*,-22,-1,87*
O=C(NC(=O)c1ccccc1)Nc1ccccc1,13,77*,1,93*,6,-3,2,83*
CC(O)[C@H](NC(=O)C1(c2ccccc2)CCN(C(=O)OC(C)(C)C)CC1)C(=O)O (stereo partly specified),4,-8,-2,-7,14,-2,-1,4
Cc1nn(C)cc1/C=N/NC(=O)c1ccco1,-13,-11,-5,-1,21,6,1,-11
O=C(CSc1nnnn1-c1ccc2c(c1)OCCO2)OC1CCCCC1,25,-9,3,-8,14,-6,2,-14
COc1ccc(-c2noc(CSc3ccccc3)n2)cc1OC,15,-11,2,-6,19,4,-4,-3

# Taken from above:
# For Apaf1 inhib, Cc1nn(C)cc1/C=N/NC(=O)c1ccco1 is listed with -13
# For Apaf1 inhib, O=C(CSc1nnnn1-c1ccc2c(c1)OCCO2)OC1CCCCC1 is listed with 25
# For SENP8 block-1, CCCCCn1c(=O)[nH]c2cc(C(=O)NCc3ccco3)ccc2c1=O is listed with 6

# The results go on:
SMILES,Apaf1 inhib,SENP8 block-1,HKDC1 inh,SENP7 block,SENP8 block-2,PfGluPho inh,SENP1 FRET inh,SENP6 block
O=C(NCc1ccc2c(c1)OCO2)c1ccc(CSCc2ccc(Cl)cc2)o1,12,1,-5,-8,4,-3,2,7
CCOC(=O)c1cccc(NC(=O)CCn2nnc3ccccc32)c1,8,3,-6,4,24,-10,2,12
Cc1csc(NC(=O)c2ccc(S(=O)(=O)N3CCN(C)CC3)cc2)n1,0,-5,-5,5,8,-1,1,-15
CN1CCN(/N=C2/C(=O)Nc3ccc([N+](=O)[O-])cc32)CC1,-6,-5,4,0,24,15,1,2
Cc1ccc(/C=C/c2ccc(=O)n(Cc3ccc(Cl)cc3Cl)n2)cc1,20,1,-3,3,-423,-10,-1,-7
COC(=O)c1ccccc1NC(=O)COC(=O)CO/N=C(\C)c1ccc2c(c1)OCO2,12,5,5,1,-5,7,0,-8
N=c1c2c(ncn1CCN1CCOCC1)Oc1ccc3ccccc3c1C2c1ccccc1 (stereo unspecified),17,-12,-8,-3,12,-10,1,-4
CCOC(=O)c1cc2occc2n1CC(=O)N1CCCc2ccccc21,-5,3,1,4,2,-19,-4,9
O=c1[nH]c(=S)[nH]nc1Cc1ccc(Cl)c(Cl)c1,8,7,7,3,7,-18,0,23
CN(c1ccccc1)S(=O)(=O)c1cccc2ccccc12,10,-5,-2,-13,10,26,1,-8
COC(=O)c1ccc(NS(=O)(=O)N(C)C)cc1,-2,2,-4,4,17,-6,-1,3

# Sorted by formula weight (ascending): some entries from above.
SMILES,Apaf1 inhib,SENP8 block-1,HKDC1 inh,SENP7 block,SENP8 block-2,PfGluPho inh,SENP1 FRET inh,SENP6 block
O=c1[nH]c(=S)[nH]nc1Cc1ccc(Cl)c(Cl)c1,8,7,7,3,7,-18,0,23
CCOC(=O)c1cc2occc2n1CC(=O)N1CCCc2ccccc21,-5,3,1,4,2,-19,-4,9
Cc1csc(NC(=O)c2ccc(S(=O)(=O)N3CCN(C)CC3)cc2)n1,0,-5,-5,5,8,-1,1,-15
O=C(NCc1ccc2c(c1)OCO2)c1ccc(CSCc2ccc(Cl)cc2)o1,12,1,-5,-8,4,-3,2,7

# Source: PubChem
